tim23-1 inh = inhibits growth of tim23-1 mutant yeast | inhibition, % at 20 µM | 330,000 tested, 1.3% active | S. cerevisiae tim23-1 growth, BacTiter-Glo luminescence, 24 h;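 active means growth inhibition of the mutant yeast at or above 50%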;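 further: temperature-sensitive mutant grown at 25 °C; plate controls were DMSO-treated mutant yeast for no effect and medium wells lacking yeast for full effect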
Mdm2 MdmX PPI = human Mdm2/MdmX binding inhibition; SaOS-2 split-luciferase Mdm2/MdmX complementation, luminescence; AID 485346; O15151+Q00987; 330,000 tested, 3% active; inhibition, % at 8 µM;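 active means inhibition of at least 50% at 8 µM in the primary screen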
APJ agonist = activates the human apelin receptor APJ; P35414; CHO-K1 APJ PathHunter beta-arrestin, luminescence; 0% DMSO wells, 100% apelin; activation, % at 20 µM; 330,000 tested, 0.11% active;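 active means activation more than six SD over the plate average, tested at 20 µM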;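 further: 0% = DMSO alone and 100% = apelin-13 at 10 nM; some results filed as inactive read as strong as hits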
Target sequence (P35414 whole entry, looked up): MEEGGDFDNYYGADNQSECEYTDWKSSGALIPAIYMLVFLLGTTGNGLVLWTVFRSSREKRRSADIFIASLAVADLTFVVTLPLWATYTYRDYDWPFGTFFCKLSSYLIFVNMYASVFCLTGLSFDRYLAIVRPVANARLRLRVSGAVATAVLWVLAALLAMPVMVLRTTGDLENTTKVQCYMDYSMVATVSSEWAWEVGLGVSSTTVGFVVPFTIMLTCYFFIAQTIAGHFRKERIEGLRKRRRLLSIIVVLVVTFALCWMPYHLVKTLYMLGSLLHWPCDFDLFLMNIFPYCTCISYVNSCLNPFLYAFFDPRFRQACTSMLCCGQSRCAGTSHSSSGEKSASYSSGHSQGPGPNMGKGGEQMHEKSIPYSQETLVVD
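assay system = CHO-K1 APJ beta-arrestin complementation cell line | input = cell density 1000 per well | dosing = compound 20 µM once, DMSO 1% | timing = compound 90 min 25 °C, reagent 1 h | measured by = luminescence from split beta-galactosidase complementation, Galacton Star/Emerald II substrate | read-out basis = APJ agonist activity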
APJ antag = APJ receptor antagonism. P35414. CHO-K1 APJ beta-arrestin complementation, luminescence. inhibition, % at 20 µM. 330,000 tested, 0.32% active;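 active means inhibition above about 40% at 20 µM, limit read from the data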;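 further: cells challenged with 10 nM apelin-13 agonist together with compound; plate controls were apelin-13 plus DMSO wells for no effect and DMSO wells lacking apelin-13 for full effect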
CXCR6 inh = blocks human CXCR6 beta-arrestin recruitment. CHO-K1 PathHunter CXCR6 beta-arrestin, luminescence. AID 602244. 360,000 tested, 0.36% active. inhibition, % at 20 µM; in the data active means inhibition above about 34%, passing the limit was not always enough;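 further: antagonist mode with CXCL16 agonist at 10 nM final; 0% = 10 nM CXCL16 with DMSO and 100% = unstimulated wells without agonist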
Target sequence (O00574 whole entry, looked up): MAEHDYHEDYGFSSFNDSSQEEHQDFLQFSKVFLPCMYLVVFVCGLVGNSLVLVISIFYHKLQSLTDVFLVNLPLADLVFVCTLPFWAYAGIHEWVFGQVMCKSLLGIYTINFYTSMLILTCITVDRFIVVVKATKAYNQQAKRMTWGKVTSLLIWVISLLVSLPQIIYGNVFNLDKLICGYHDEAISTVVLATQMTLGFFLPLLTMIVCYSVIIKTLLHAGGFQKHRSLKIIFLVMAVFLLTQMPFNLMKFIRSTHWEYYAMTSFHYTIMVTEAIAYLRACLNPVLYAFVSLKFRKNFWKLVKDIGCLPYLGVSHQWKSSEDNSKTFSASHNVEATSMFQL
UPR XBP1 act = adaptive UPR (XBP1) activation | 330,000 tested, 0.33% active | AID 463104 | activation, % at 20 µM | CHO-XBP1 luciferase reporter, IRE1-XBP1 UPR activation, luminescence; percent of tunicamycin response, DMSO as zero;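 active means versus positive control, 20 µM dose yields 30% or more activation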;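 further: 100% = tunicamycin at 10 µg/mL and 0% = DMSO only wells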
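Material: CHO-XBP1 cells stably carrying IRE1-XBP1-driven luciferase reporter | Medium: F12 with 10% serum | Compound dosing: 20 µM single concentration, DMSO 1% | Incubation: Overnight seeding at 37 °C, 6 h compound treatment at 37 °C | Detection: Steady-Glo luminescence read | Read-out basis: % activation of reporter signal versus tunicamycin and DMSO controls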
TIM10 inh = inhibits growth of TIM10 yeast strain; S. cerevisiae TIM10 strain growth, BacTiter-Glo luminescence, 24 h; inhibition, % at 10 µM; 330,000 tested, 1.4% active; AID 463195;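 active means inhibition of 40% or more at the single tested concentration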;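 further: wild-type TIM10 isogenic control strain grown at permissive 25 °C; 0% = DMSO yeast wells and 100% = minimal medium wells without yeast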
tim10-1 inh = growth inhibitors of tim10-1 mutant yeast | S. cerevisiae tim10-1 ts strain growth, BacTiter-Glo, 24 h | inhibition, % at 20 µM | 330,000 tested, 2.2% active | AID 463190;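 active means inhibition of at least 40%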;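 further: mutant grown at 25 °C; 0% = DMSO wells with yeast and 100% = wells holding no yeast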
CHOP UPR activ = activators of apoptotic arm of unfolded protein response (CHOP); CHO-CHOP luciferase reporter, UPR activation, luminescence; percent of tunicamycin response over DMSO baseline; activation, % at 10 µM; 330,000 tested, 0.34% active;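 active means at 10 µM dose, activation of 40% or more, normalized to positive control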;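 further: 100% = tunicamycin at 10 µg/mL and 0% = DMSO alone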
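System: CHO-CHOP luciferase reporter cell line; amount: 500 cells/well; buffer or medium: F12 medium containing 10% fetal bovine serum; incubation: 6 h compound exposure at 37 °C after overnight seeding; measured by: luciferase luminescence after 10 min with Steady-Glo reagent; evaluation: % reporter activation, DMSO baseline versus tunicamycin full activation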
Starred values were filed as active, the others as inactive. Not all compounds are listed; count on the stated rates, not on these rows.

SMILES	tim23-1 inh	Mdm2 MdmX PPI	APJ agonist	APJ antag	CXCR6 inh	UPR XBP1 act	TIM10 inh	tim10-1 inh	CHOP UPR activ
O=C(Nc1ccc2c(c1)OCO2)C1CCCN1C(=O)OCc1ccccc1 (configuration not stated)	13	-8	0	5	-8	-6	-10	5	-0.7
Cc1ccc(S(=O)(=O)N2CCOCC2)cc1NC(=O)COC(=O)C1COc2ccccc2O1 (configuration not stated)	13	-6	-1	-13	0	-1	-6	-1	-3.2
Cc1csc(CNC(=O)CC2C(=O)NCCN2Cc2ccc(F)cc2Cl)n1 (configuration not stated)	15	-18	-4	-12	4	-1	8	16	1.0
CCOC(=O)N1CCN(S(=O)(=O)c2ccc(OC)c(Br)c2)CC1	13	-6	0	12	4	-1	-4	8	1.5
N#Cc1c(N)nc(N)nc1Nc1ccc(Br)cc1	28	-149	0	-31	-8	1	33	36	5.7
COc1ccc(C(=O)NC=C2C(=O)OC(C)(C)OC2=O)cc1	19	9	-2	-9	4	-3	4	13	-1.1
CCN(C(=O)CSc1n[nH]c(-c2cccs2)n1)C1CCS(=O)(=O)C1 (configuration not stated)	-10	4	-2	6	4	1	-6	-4	1.7
CCOc1ccc2oc(C(=O)N(CCOC)c3c(N)n(CC(C)C)c(=O)[nH]c3=O)c(C)c2c1	3	23	-3	18	-3	0	17	-6	3.7
CCS(=O)(=O)N1CCC(C(=O)Nc2cc(C)ccc2O)CC1	0	-6	1	9	0	-4	-1	-3	-0.2
COc1cc(C(=O)OCCC(C)C)cc(OC)c1O	11	-7	0	-3	-4	1	3	28	-0.8
O=C(Oc1ccc(Br)cc1)c1cncc(Br)c1	-4	20	2	-7	-3	-1	-14	-6	2.8
CCOC(=O)c1c(-c2ccc(C)o2)csc1NC(=O)COC(=O)c1cccs1	42	-6	-3	32	12	-2	21	42*	-1.2
CC1Cc2ccccc2N1C(=O)COC(=O)c1cc(Br)ccc1O (configuration not stated)	-1	11	7	-2	-5	0	5	-2	4.9
CC(OC(=O)Cc1ccsc1)C(=O)Nc1ccc(C(N)=O)cc1 (configuration not stated)	-2	14	0	6	7	-1	-3	0	0.8
COc1cc(NC(=S)NC(=O)c2ccccc2C)ccc1NC(=O)c1cccs1	-23	-14	-7	9	17	-3	-10	3	-0.4
NS(=O)(=O)c1ccc(CNC(=O)Cc2ccccc2F)cc1	1	-9	-1	-3	6	-3	20	17	0.5
COc1cc(C2NC(=O)NC(c3ccccc3)=C2C(C)=O)c(Br)cc1OCC(N)=O (configuration not stated)	-10	-7	2	0	-3	-1	-2	-5	-1.3
CCOc1ccc(-n2c(=S)sc3c(=O)n(-c4ccc(F)cc4)c(SCC(=O)O)nc32)cc1	2	10	0	2	-5	-1	1	24	-0.4
COc1cc(OC)c(NC(=O)CNC(=O)Cn2ccc3ccccc3c2=O)cc1Cl	-11	-20	0	10	-1	-3	-4	-23	1.2
COC(C[C@@H](O)[C@@H](C)[C@H](O)COCc1ccccc1)OC	10	24	2	-14	-4	-2	11	5	2.6
COCCNC(=O)C(=O)N/N=C/c1ccccc1C(F)(F)F	0	-5	-2	8	2	0	16	7	-0.1
NS(=O)(=O)c1ccc(CNC(=O)c2ccc(S(=O)(=O)C(F)F)cc2)cc1	-1	-23	-5	4	1	1	-7	-17	0.2
c1cc(Nc2ncnc3sc4c(c23)CCC4)ccn1	3	16	-2	-1	-2	1	-4	-13	-0.7
CCOCCCNC(=O)CCCOc1ccccc1	15	6	5	-19	1	-2	3	6	-0.8
CCCCC(=O)Nc1ccc(C(=O)N2CCCC(C(=O)OCC)C2)cc1 (configuration not stated)	17	17	-4	-16	-3	-1	1	13	0.5
COc1cc(-c2cc(C(=O)Nc3ccc(O)cc3)c3ccccc3n2)cc(OC)c1OC	14	38	-3	25	4	4	0	7	1.0
COc1cccc(NC(=S)Nc2cccnc2)c1	5	-12	-2	-12	7	0	6	5	-1.6
Cc1cc(NC(=O)c2ccc(NC(=O)c3cccs3)cc2)no1	19	-1	-4	2	0	-1	38	-8	3.0
Cc1ccc2c(c1)N(CC(=O)NC1CCCC(C)C1C)C(=O)c1cccnc1O2 (configuration not stated)	20	18	-5	11	2	-4	14	3	-2.1
O=C(COC(=O)c1ccc([N+](=O)[O-])o1)Nc1ccc(N2CCOCC2)cc1	-92	13	1	-23	-18	3	-209	-195	-0.1

Grouped by structure, the compounds so far with a furan ring, fused or not.
SMILES	tim23-1 inh	Mdm2 MdmX PPI	APJ agonist	APJ antag	CXCR6 inh	UPR XBP1 act	TIM10 inh	tim10-1 inh	CHOP UPR activ
CCOc1ccc2oc(C(=O)N(CCOC)c3c(N)n(CC(C)C)c(=O)[nH]c3=O)c(C)c2c1	3	23	-3	18	-3	0	17	-6	3.7
CCOC(=O)c1c(-c2ccc(C)o2)csc1NC(=O)COC(=O)c1cccs1	42	-6	-3	32	12	-2	21	42*	-1.2
O=C(COC(=O)c1ccc([N+](=O)[O-])o1)Nc1ccc(N2CCOCC2)cc1	-92	13	1	-23	-18	3	-209	-195	-0.1

(continued)
SMILES	tim23-1 inh	Mdm2 MdmX PPI	APJ agonist	APJ antag	CXCR6 inh	UPR XBP1 act	TIM10 inh	tim10-1 inh	CHOP UPR activ
CCOC(=O)/C(=C/c1ccc(F)cc1)NC(C)=O	4	8	0	14	3	-2	2	7	5.3
COc1ccc(C(=S)N2CCCC2)cc1	0	-4	-6	-14	-8	1	4	2	0.0
CC(=O)Nc1ccc(S(=O)(=O)Oc2ccc(N3C(=O)C4CCCCC4C3=O)cc2)cc1 (configuration not stated)	0	11	-1	15	-5	-1	13	22	3.3
CCOc1ccc(CNc2ccc(S(N)(=O)=O)cc2)cc1	-2	-18	0	-12	-13	-2	12	3	2.8
CC(C)C(=O)Nc1ccc(NC(=S)NC(=O)c2ccccc2F)cc1	13	6	-11	19	7	-2	-10	1	0.3
COc1ccccc1N1CCN(c2ccnc3cc(Cl)ccc23)CC1	45	56*	1	3	-1	8	17	12	-0.3
O=C(OCC(=O)C12CC3CC(CC(C3)C1)C2)c1ccccc1O	9	18	-2	4	0	1	1	3	4.8
Nc1nsnc1C(=O)NCCO	-8	5	-3	8	4	1	5	-8	-0.8
CCn1c(CSc2nc(C)cc(C)n2)nnc1SCC(N)=O	12	-3	1	-2	-4	-2	0	19	-0.9
O=C(O)CC(Cc1ccccc1)C(=O)NCC12CC3CC(CC(C3)C1)C2 (configuration not stated)	1	-18	-2	3	-6	-3	15	-3	2.4
COc1ccccc1N(C)S(=O)(=O)c1ccc(Cl)c(C(=O)NCc2ccco2)c1	13	29	2	-12	8	-2	0	6	0.2
S=C(Nc1cccc(Cl)c1)NC1CC2CCCC(C1)N2C1CCCC1 (configuration not stated)	17	-3	4	-26	-9	-1	8	-1	0.8
CCc1nnc(NC(=O)CSc2nc3ccccc3s2)s1	12	-17	0	14	1	-1	10	25	-0.4
O=c1c2[nH]c3ccc(F)cc3c2ncn1CCCn1ccnc1	14	18	-3	6	-6	0	5	3	-3.6
CCSc1nnc(NC(=O)c2ccccc2C)s1	41	-22	-3	5	11	-4	17	12	3.6
O=C(Nc1ccc(Cl)cc1)c1cccc(N2C(=O)C3C4CCC(C4)C3C2=O)c1 (configuration not stated)	8	16	1	-7	0	-2	9	4	-0.1
CCOC(=S)N/C(=N\S(C)(=O)=O)c1ccccc1	8	-5	-5	-9	12	-2	1	6	-1.5
NC(=NC(=O)c1ccccc1)C1=C(O)CCC1=O	15	3	0	24	7	-1	1	20	-0.9
COc1ccc(C(c2nnnn2Cc2ccc(F)cc2)N2CCN(c3ccc(OC)cc3)CC2)cc1 (configuration not stated)	26	2	-2	-5	-11	-1	7	28	-2.6
CC(C)NC(=O)NC(=O)COC(=O)CCCSc1nc2ccccc2s1	31	-30	-6	10	-4	-5	13	27	-1.4
O=C(Nc1ccccc1)Nc1nnc(/C=C/c2ccccc2Cl)s1	6	11	4	-7	-23	-2	8	31	0.6
Cn1c(=O)[nH]c(=O)c2c1nc1n2CCN1Cc1ccccc1	0	16	-4	18	-1	1	0	12	-1.0
O=C(CN1CCN(Cc2ccc(F)cc2Cl)C1=O)NCCc1ccc(Cl)cc1	24	17	-4	-1	5	-2	31	31	1.0
Cc1ccc2cc(C3CC(c4ccco4)=NN3C(=O)CCCC(=O)O)c(Cl)nc2c1 (configuration not stated)	17	-21	-4	-13	-12	-1	15	5	-1.3
CC(NS(=O)(=O)c1c(N)n(C)c(=O)n(C)c1=O)c1ccccc1 (configuration not stated)	19	19	6	-4	-4	-4	0	4	0.4
Cc1c(NC(=O)c2ccc(NC(=O)C3CC3)cc2)cccc1C(=O)O	17	22	2	-12	-7	-4	-1	-1	2.3
O=C(CN1C(=O)NC(Cc2ccccc2)(Cc2ccccc2)C1=O)NCC1CCCCC1	9	1	-3	-7	-3	-3	6	10	1.3
Cc1nn(C(C)C(=O)NCc2ccco2)c(=O)c2nn(-c3ccccc3)c(C)c12 (configuration not stated)	-5	11	-4	19	-2	-1	0	1	0.7
CN(Cc1ccccc1)c1nc2c(c(=O)[nH]c(=O)n2C)n1Cc1ccccc1Cl	21	26	-1	2	4	6	33	15	2.6
COc1cccc(CN2CC(C(=O)NCCSc3nnnn3C)CCC2=O)c1 (configuration not stated)	12	-10	9	8	-4	-4	7	0	5.1
CCCCNC(=O)NS(=O)(=O)c1ccc(NC(=O)C(NC(N)=O)C(C)CC)cc1 (configuration not stated)	-1	-12	-1	-18	6	-2	-21	-9	1.5
COc1ccccc1CC(NC(C)=O)C(=O)N1CCN(C(=O)c2cccs2)CC1 (configuration not stated)	-7	-7	-5	4	9	-3	-7	-3	-2.3
CCOC(=O)c1sc(NC(=O)CSc2n[nH]c(CC(C)C)n2)nc1C	15	-13	-2	14	4	-3	11	10	-1.6
CC(C)N(Cc1cc2ccccc2[nH]c1=O)C(=O)c1ccco1	1	-13	-2	4	-2	3	4	1	0.4
O=C(Cn1nc(C(=O)O)c2ccccc2c1=O)Nc1cc(Cl)ccc1-n1cncn1	4	13	-4	5	-5	-1	-6	4	0.4
Cc1cccc(C(=O)Nc2cccc(NC(=O)c3ccccc3)c2)c1	11	15	2	4	4	-3	-23	-46	1.5
Cc1ccc(C(=O)NC(C(=O)Nc2ccccc2)c2ccccc2)cc1 (configuration not stated)	1	8	1	-35	2	-5	-5	-12	1.4
Cc1ccc(-c2nnc3sc(CCc4ccccc4)nn23)cc1	24	-3	-1	10	4	-2	20	-31	0.4
Cc1ccccc1-n1c(Cn2c(=O)sc3ccccc32)nnc1SCC(=O)Nc1nccs1	22	20	-4	17	-7	1	8	13	4.2
O=C(C[C@@H]1C/C=C\C[C@H](NC(=O)OCC2c3ccccc3-c3ccccc32)C(=O)OC[C@H]2CCCN2C1=O)NCCO	17	10	-3	2	-11	6	4	4	-1.7
